Screens (PubChem)
GBA activity up: increases beta-glucosidase activity in Gaucher fibroblasts. P04062. L444P Gaucher fibroblasts, 4-MU-glucoside fluorescence, 3 days. activation, % at 10 µM. hit rate 0.44% among 30,000; in the data active = activation above about 65%;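 also: 0% = vehicle wells and 100% = positive control wells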
Target sequence (P04062 whole entry L483P): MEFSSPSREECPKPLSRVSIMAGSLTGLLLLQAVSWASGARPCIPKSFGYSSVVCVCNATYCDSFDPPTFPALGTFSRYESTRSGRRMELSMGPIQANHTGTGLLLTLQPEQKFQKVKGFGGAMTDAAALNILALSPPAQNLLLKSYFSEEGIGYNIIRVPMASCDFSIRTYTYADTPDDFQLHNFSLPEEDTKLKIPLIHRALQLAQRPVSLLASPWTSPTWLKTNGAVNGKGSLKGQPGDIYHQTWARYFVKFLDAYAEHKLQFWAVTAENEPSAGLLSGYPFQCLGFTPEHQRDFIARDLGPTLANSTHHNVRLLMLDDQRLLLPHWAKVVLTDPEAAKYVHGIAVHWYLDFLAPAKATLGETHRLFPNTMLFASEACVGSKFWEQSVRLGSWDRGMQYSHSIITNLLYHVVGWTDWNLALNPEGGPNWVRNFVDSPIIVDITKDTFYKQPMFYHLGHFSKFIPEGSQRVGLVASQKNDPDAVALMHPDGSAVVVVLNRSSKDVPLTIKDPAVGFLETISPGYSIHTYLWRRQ
* hit, by the source's call. Some of the compounds tested, so the mix of outcomes need not match the whole.

SMILES	GBA activity up
CC(N)Cc1c[nH]c2cc3c(cc12)OCCO3 (centres undefined)	-19
CC(C)C1(C)N=C(c2nc3ccccc3cc2C(=O)O)NC1=O (centres undefined)	-28
COc1ccccc1CN1CCN(C(=O)Cc2ccccc2)CC1	-3
CCCCC12CNCC(C)(CNC1)C2=O	7
O=C(Cn1ncc2c3ccccc3n(Cc3ccc(F)cc3)c2c1=O)N1CCC2(CC1)OCCO2	-4
COc1ccc(-c2nc(CSCC(=O)N3CCC4(CC3)OCCO4)c(C)o2)cc1OC	-12
O=C(Cn1ncc2ccsc2c1=O)N1CCC2(CC1)OCCO2	1
O=C1C2CCCN2C(c2cccc(Cl)c2)N1c1ccccn1 (centres undefined)	-63
Cc1ccc(S(=O)(=O)N2CN3CCN(C3)C2)cc1	-4
Cc1ccccc1CS(=O)(=O)Cc1ccc(C(=O)N2CCC3(CC2)OCCO3)o1	-60
O=C(CCN1C(=O)COc2ccccc21)N1CCC2(CC1)OCCO2	3
Cc1cc2c(s1)NC(=O)CN=C2c1cccs1	-58
COC(=O)c1cncn1C(C)c1ccccc1 (centres undefined)	-10
NC(=O)Nc1cccc(C(F)(F)F)c1	0
CCN1CCN(Cc2ccc(OC(F)(F)F)cc2)CC1	-3
CCC(=Nc1ccc(OC)cc1OC)c1c(O)n(C)c(=O)n(C)c1=O	-23
c1cc2n(c1)-c1c(ccc3c1OCO3)CNC2c1ccc2c(c1)OCO2 (centres undefined)	-54
c1ccc2c(c1)[nH]c1cnccc12	-13
Fc1ccc(N2CCN(Cc3ccc4c(c3)OCO4)CC2)cc1	-6
O=c1cccc2n1CC1CC2CN(Cc2c(Cl)cccc2Cl)C1 (centres undefined)	-4
O=C1NC(=O)C2(Cc3ccccc3N3CCCC32)C(=O)N1c1ccccc1 (centres undefined)	-3
O=C1C2CCCN2C(c2ccccc2)N1c1ccccn1 (centres undefined)	-5
COc1ccc(-n2c(O)c(C(C)=NC3CC3)c(=O)[nH]c2=O)cc1	-29
O=S(=O)(c1ccc(Cl)cc1)N1CN2CCN(C2)C1	-23
CCC(=NCCC1=CCCCC1)c1c(O)[nH]c(=O)[nH]c1=O	-39

Continued; the last 2 above are carried over.
SMILES	GBA activity up
O=S(=O)(c1ccc(Cl)cc1)N1CN2CCN(C2)C1	-23
CCC(=NCCC1=CCCCC1)c1c(O)[nH]c(=O)[nH]c1=O	-39
CCOC(=O)C1SC2(C(F)F)CC1(O)c1c(c(OC)c3occc3c1OC)O2 (centres undefined)	-16
CCOC(=O)c1c(N)n(Cc2ccccc2)c2nc3ccccc3nc12	-8
COc1ccc(CN2C(=O)CC(=O)NC2=O)cc1	5
COCCOC(=O)c1c(N)n(Cc2ccccc2)c2nc3ccccc3nc12	15
C#CCN1C(=O)C2(C(C#N)=C(N)OC(C)=C2C(=O)OCc2ccccc2)c2ccccc21 (centres undefined)	-20
CCC(=NCc1ccco1)c1c(O)n(Cc2ccccc2)c(=O)[nH]c1=O	3
COc1ccc(N2CCN(C(CNC(=O)Oc3ccccc3)c3cccnc3)CC2)cc1 (centres undefined)	26
Cc1ccc2c(c1)CC1(CN2C)C(=O)NC(=O)N(c2ccccc2C)C1=O (centres undefined)	2
COC(=O)CC1(Cc2ccccc2)C(=O)NC(=O)NC1=O	-14
COC(=O)N(c1ccc(OC)cc1)P1(=S)OCCC(C)O1 (centres undefined)	7
CCC(=NCc1ccco1)c1c(O)n(-c2ccc(OC)cc2)c(=O)[nH]c1=O	-19
CC(=O)N1CCN(c2ccc(N=Cc3c(O)n(-c4ccc(Cl)cc4)c(=O)[nH]c3=O)cc2)CC1	1
CC(=Nc1ccc2c(c1)CCC2)c1c(O)n(C2CCCCC2)c(=O)[nH]c1=O	-30
Cc1ccc(S(=O)(=O)Cc2ccc(C(=O)N3CCC4(CC3)OCCO4)o2)cc1	-16
CC(=NCC1CCCO1)c1c(O)n(-c2ccccc2)c(=O)[nH]c1=O (centres undefined)	-11
O=C1CC(=O)N(c2cccc(Cl)c2)C(=O)N1	-6
N#Cc1ccccc1Cn1cc(C(=O)C2CC2)c2ccccc21	31
CCOc1ccc(-n2c(O)c(C=Nc3ccc(N4CCOCC4)cc3)c(=O)[nH]c2=O)cc1	3
Cc1ccc(CCN2CC(C(=O)N3CCC4(CC3)OCCO4)CC2=O)cc1 (centres undefined)	6
COC(=O)c1ccccc1OP1(=O)COc2ccccc2OC1	15
Cc1cc(OC(=O)c2ccco2)c2c3c(c(=O)oc2c1)CCC3	3
CCC(C)NC(=O)c1c(N)n(CC2CCCO2)c2nc3ccccc3nc12 (centres undefined)	65
COc1ccc(Nc2ncc(C(=O)N3CCC4(CC3)OCCO4)c3ccccc23)cc1	-2
CC(=O)Nc1cc(C(=O)N2CCC3(CC2)OCCO3)ccc1S(=O)(=O)c1ccc(C)cc1	39
COCCCn1c(N)c(C(=O)OCCOC)c2nc3ccccc3nc21	1

Individual results from above.
In GBA activity up, N#Cc1ccccc1Cn1cc(C(=O)C2CC2)c2ccccc21 reads 31
In GBA activity up, C#CCN1C(=O)C2(C(C#N)=C(N)OC(C)=C2C(=O)OCc2ccccc2)c2ccccc21 (centres undefined) reads -20
In GBA activity up, Cc1ccc(CCN2CC(C(=O)N3CCC4(CC3)OCCO4)CC2=O)cc1 (centres undefined) reads 6

Continuation.
SMILES	GBA activity up
Nc1ccnn1C1CCNCC1	-13
CCOCC(=O)NC1CCSC1=O (centres undefined)	-11
OC(CNC1CCCCC1)c1ccccc1 (centres undefined)	-13
CCOP(=S)(OCC)c1ccc(N(C)C)cc1	-3
CNCC(O)c1cccc(OC(=O)c2ccccc2C)c1 (centres undefined)	10
O=C(Cn1cnc2ccccc2c1=O)NCC(=O)N1CCC2(CC1)OCCO2	-43
Cn1c(O)c(/C=N/c2ccccn2)c(=O)n(C)c1=O	-8
COC(=O)C(O)(c1cn(C)c2ccccc12)C(F)(F)F (centres undefined)	1
Cc1cc(OCC(=O)OC(C)(C)C)c2c3c(c(=O)oc2c1)CCC3	2
CS(=O)(=O)N1CCCC(C(=O)N2CCC3(CC2)OCCO3)C1 (centres undefined)	14
CC(=O)Nc1ccccc1OP1(=O)COc2ccccc2OC1	18
CN1CCC(N2CC3CC(C2)c2cccc(=O)n2C3)CC1 (centres undefined)	-25
O=C1NC(=O)C2(Cc3ccccc3N3CCCC32)C(=O)N1c1cccc(Cl)c1 (centres undefined)	6
O=c1cccc2n1CC1CC2CN(c2ncnc3c2cnn3-c2ccc(Cl)cc2)C1 (centres undefined)	5
CC(C)Oc1ccc(Cc2c(O)[nH]c(=O)[nH]c2=O)cc1	-14
O=C(c1cc(=O)[nH]c2ccc(Br)cc12)N1CCC2(CC1)OCCO2	-30
Cc1cc(S(=O)(=O)NCc2ccccc2)ccc1OCC(=O)N1CCN(C)CC1	1
Cc1cc(S(=O)(=O)NCC(C)C)ccc1OCC(=O)N1CCN(Cc2ccccc2)CC1	-17
COc1ccc(C(=O)N2CCOCC2)cc1S(=O)(=O)N1CCC(C)CC1	-16
CN(C)P1(N(C)C)=Nc2c(c(N)nn2C)C(c2ccccc2)=N1	-28
Cc1cc(NC(=O)COC(=O)c2c(C)nn(Cc3ccccc3Cl)c2Cl)no1	-20
O=C(Cc1cccs1)N1CCC2(CC1)OCCO2	8
CCC(COC(=O)c1cc(OC)c(OC)c(OC)c1)(c1ccccc1)N(C)C (centres undefined)	-34
O=P(O)(O)C12CC3CC(CC(C3)C1)C2	2
Cc1nc2cc(-c3cccc(F)c3)nn2c(C)c1CCC(=O)N1CCC2(CC1)OCCO2	13

Of the compounds above, 8 contain a carbonyl joined to an NH by a bond outside any ring.
SMILES	GBA activity up
NC(=O)Nc1cccc(C(F)(F)F)c1	0
COc1ccc(N2CCN(C(CNC(=O)Oc3ccccc3)c3cccnc3)CC2)cc1 (centres undefined)	26
CCC(C)NC(=O)c1c(N)n(CC2CCCO2)c2nc3ccccc3nc12 (centres undefined)	65
CC(=O)Nc1cc(C(=O)N2CCC3(CC2)OCCO3)ccc1S(=O)(=O)c1ccc(C)cc1	39
CCOCC(=O)NC1CCSC1=O (centres undefined)	-11
O=C(Cn1cnc2ccccc2c1=O)NCC(=O)N1CCC2(CC1)OCCO2	-43
CC(=O)Nc1ccccc1OP1(=O)COc2ccccc2OC1	18
Cc1cc(NC(=O)COC(=O)c2c(C)nn(Cc3ccccc3Cl)c2Cl)no1	-20

Next part
SMILES	GBA activity up
CCC(=NCc1ccc2c(c1)OCO2)c1c(O)n(C)c(=O)n(C)c1=O	2
ClC1=CCC2CN(CCN3CCCCC3)CC2C1 (centres undefined)	-33
CC(=O)Nc1ccc(OC(=O)N(C)C)cc1	-15
CCCN1CCC2(CC1)NC(CO)(CO)CO2	-17
CCN1CCN(Cc2cc(Br)cc(OC)c2O)CC1	-1
CC(=O)c1c(C)[nH]c(C(=O)N2CCC3(CC2)OCCO3)c1C	4
CCOC(=O)CCN=Cc1c(O)n(-c2ccc(Br)cc2)c(=O)[nH]c1=O	4
Cc1nc2cc(F)ccc2n1C1CCN(Cc2nnnn2CCc2ccccc2)CC1	-19
O=C1NC(=O)C2(Cc3ccccc3N3CCCC32)C(=O)N1Cc1ccccc1 (centres undefined)	9
C=CCn1c(O)c(C(CC)=NCc2cc(OC)cc(OC)c2)c(=O)[nH]c1=O	-35
CN1CCN(c2c[nH]c(=O)[nH]c2=O)CC1	3
Cn1cc(CCC(=O)N2CCC3(CC2)OCCO3)c2ccccc21	-20
Fc1ccccc1N1CCN(Cc2c(F)cccc2F)CC1	-5
Cn1c(=O)cc(SCC(=O)N2CCC3(CC2)OCCO3)c2ccccc21	-22
Cc1cc(Cl)ccc1OCC(=O)O	-8
COC(=O)c1c(C)n(Cc2ccc3c(c2)OCO3)c2ccc(O)cc12	-11
CCOC(=O)C1(c2ccccc2)CCN(Cc2cccc(C(=O)O)c2)CC1	1
C=CCn1c(O)c(C(CC)=Nc2cc(OC)ccc2OC)c(=O)[nH]c1=O	-27
C[C@@]1(CO)[C@H](O)CC[C@@]2(C)[C@H]1CC[C@H]1C[C@@H]3C[C@@]12CC[C@]3(O)CO	-33
COc1ccc(CCNC(=O)c2c(N)n(CCN3CCOCC3)c3nc4ccccc4nc23)cc1	-13
O=C1CN(C(=O)CN2CCCCC2)C(c2ccccc2)c2cc(Br)ccc2N1 (centres undefined)	-2
O=C(c1cccs1)N1C2CCC1CC(O)(c1cccnc1)C2 (centres undefined)	4
CCC(=NCC1CCCO1)c1c(O)n(Cc2ccccc2)c(=O)[nH]c1=O (centres undefined)	2
O=C(C1CC(=O)N(c2ccc(F)c(Cl)c2)C1)N1CCC2(CC1)OCCO2 (centres undefined)	-32
CCCCn1c(=O)c(C(=O)Nc2nc3ccccc3[nH]2)c(O)c2ccccc21	-13
COC(=O)N(c1ccccc1)P1(=S)OCCO1	-5
CCN1CCN(C(=O)COc2cc(=O)n(CC)c3ccccc23)CC1	-9
O=C(Cc1ccccc1)N1CCN(Cc2ccccn2)CC1	-7

4 entries from above in another layout.
compound | GBA activity up
CCCN1CCC2(CC1)NC(CO)(CO)CO2 | -17
C=CCn1c(O)c(C(CC)=Nc2cc(OC)ccc2OC)c(=O)[nH]c1=O | -27
COC(=O)c1c(C)n(Cc2ccc3c(c2)OCO3)c2ccc(O)cc12 | -11
CCOC(=O)CCN=Cc1c(O)n(-c2ccc(Br)cc2)c(=O)[nH]c1=O | 4
